Screening results (PubChem)
GRK2 aptamer HTS: human GRK2 inhibition via aptamer displacement | actives 0.59% (n = 330,000) | bead flow cytometry, FAM-aptamer displacement from GRK2 | P25098 | AID 488847 | inhibition of aptamer binding, % at 10 µM;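 active means inhibition of aptamer binding above 40%, roughly 3 SD of noise, on plates passing a quality check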;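 further: median bead fluorescence of bound FAM aptamer so fluorescent compounds give negative values; no value below 0 was filed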
MEX-5 binding: C. elegans MEX-5 TCR-2 RNA binding activity; actives 0.38% (n = 300,000); AID 1832; MEX-5/FITC-TCR2 RNA binding, fluorescence polarization; active compounds read low; activity score (negative = inhibition of binding), % at 10 µM; Q9XUB2;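 active means inhibition past about -25% in most replicates, and total fluorescence under double the plate's negative control median, limit read from the data; inconclusive means replicates evenly split on the limit, or fluorescence at least double controls; inactive means too little inhibition in most replicates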;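 further: 0% = DMSO and -100% = 5 µM competing unlabeled TCR2 RNA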
Target sequence (Q9XUB2 whole entry, looked up): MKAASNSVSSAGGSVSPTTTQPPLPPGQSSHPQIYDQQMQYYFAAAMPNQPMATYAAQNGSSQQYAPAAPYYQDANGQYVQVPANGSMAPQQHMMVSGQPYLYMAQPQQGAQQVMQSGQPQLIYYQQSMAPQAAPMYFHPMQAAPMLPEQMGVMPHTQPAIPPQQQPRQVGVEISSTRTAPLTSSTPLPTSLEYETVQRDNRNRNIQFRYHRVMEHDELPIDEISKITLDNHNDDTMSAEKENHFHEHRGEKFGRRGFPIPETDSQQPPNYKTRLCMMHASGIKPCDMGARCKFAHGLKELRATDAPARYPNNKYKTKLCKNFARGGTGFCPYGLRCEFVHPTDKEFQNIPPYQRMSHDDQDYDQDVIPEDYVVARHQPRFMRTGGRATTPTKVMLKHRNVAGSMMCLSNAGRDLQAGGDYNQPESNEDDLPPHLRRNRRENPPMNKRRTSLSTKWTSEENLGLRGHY
VLA-4 inh: inhibition in a human VLA-4 binding assay; P13612; VLA-4 expressing cells, ligand binding flow cytometry; inhibition, % (about 7 µM as worked out from the volumes in the protocol); actives 0.2% (n = 330,000); in the data active means inhibition above about 50%
CIT2-GFP yeast: alters CIT2-GFP fluorescence in TOR pathway yeast screen | S. cerevisiae CIT2-GFP strain, flow cytometry, 3 h; 100 means same as DMSO wells | GFP response vs DMSO, % at 10 µM | actives 0.065% (n = 320,000) | AID 2029;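 active means GFP response relative to DMSO above a set limit, near the screen mean plus 3 SD, cut at about 150% in these data; inconclusive means Fewer than 70 cells measured for a yeast strain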;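 further: ratio of well median GFP fluorescence to mean of DMSO wells on the plate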
MCL1 BIM primary: inhibitors of human MCL1 binding to BIM-BH3 peptide | AID 2057 | actives 0.68% (n = 320,000) | GST-MCL1 / FITC-Bim-BH3 fluorescence polarization | inhibition, % at 10.9 µM | Q07820;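 active means inhibition above the mean inhibition of all tested compounds plus 3 SD, set per campaign, cut at about 40% in these data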;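 further: 0% = DMSO wells and 100% = unlabeled Bim-BH3 peptide control; higher means more loss of mP so more displacement of Bim peptide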
Target sequence (Q07820 whole entry, looked up): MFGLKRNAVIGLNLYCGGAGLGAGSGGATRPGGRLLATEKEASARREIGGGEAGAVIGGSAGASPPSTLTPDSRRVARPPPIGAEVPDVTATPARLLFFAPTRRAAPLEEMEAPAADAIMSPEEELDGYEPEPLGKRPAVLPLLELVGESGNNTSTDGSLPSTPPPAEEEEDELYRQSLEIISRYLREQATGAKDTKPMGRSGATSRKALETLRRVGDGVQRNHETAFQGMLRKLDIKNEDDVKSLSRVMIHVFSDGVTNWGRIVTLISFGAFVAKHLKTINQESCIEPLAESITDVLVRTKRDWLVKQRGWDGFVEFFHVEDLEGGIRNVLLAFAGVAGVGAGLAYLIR
AGP1 TOR yeast: modulators of TOR pathway AGP1-GFP in S. cerevisiae | GFP response vs DMSO, % at 10 µM | actives 0.02% (n = 320,000) | S. cerevisiae AGP1-GFP multiplex flow cytometry, 3 h; GFP as percent of DMSO wells;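 active means GFP response relative to DMSO above a set limit, near screen average plus 3 SD, cut at about 150% in these data; inconclusive means fewer than 70 cells counted for the yeast strain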;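 further: median GFP channel fluorescence of the gated AGP1 strain per well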
BCLXL inh: blocks human Bcl-xL binding to Bim BH3 peptide; Q07817; GST-Bcl-xL / FITC-Bim BH3 peptide fluorescence polarization; inhibition, % at 10.9 µM; actives 0.7% (n = 320,000); AID 2129;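 active means inhibition above the mean of all tested compounds plus 3 SD, cutoff set per campaign, cut at about 30% in these data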;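 further: 0% = DMSO wells and 100% = unlabeled Bim-BH3 peptide competitor; inhibitors lower millipolarization by displacing the labeled peptide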
Target sequence (Q07817 whole entry, looked up): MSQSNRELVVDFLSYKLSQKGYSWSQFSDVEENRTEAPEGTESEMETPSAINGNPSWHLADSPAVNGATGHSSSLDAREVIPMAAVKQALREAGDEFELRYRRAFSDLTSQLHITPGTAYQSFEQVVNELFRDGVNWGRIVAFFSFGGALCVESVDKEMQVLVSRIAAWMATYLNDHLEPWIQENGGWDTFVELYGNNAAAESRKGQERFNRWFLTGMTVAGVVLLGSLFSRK
Fam108B inh: counter-screen for RBBP9 inhibitors: inhibitors of mouse Fam108B; recombinant Fam108B, FP-Rh probe fluorescence polarization; inhibition, % at 9.51 µM; actives 0.33% (n = 300,000);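 active means inhibition above the screen mean inhibition plus 3 SD, computed separately per campaign, cut at about 18% in these data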;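 further: inhibitors lower polarization as less probe binds the enzyme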
GLD-1 RNA inh: GLD-1-TGE RNA interaction inhibition (C. elegans) | Q17339 | purified GLD-1 + fluorescein TGE RNA, fluorescence polarization | inhibition, % at 5.96 µM | actives 0.44% (n = 320,000);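 active means percent inhibition above a per-plate cutoff, the plate mean of test compounds plus 3 SD, cut at about 30% in these data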;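 further: 0% = DMSO wells with GLD-1 and probe and 100% = wells lacking GLD-1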
* = called active by the depositor; ? = inconclusive; / = no result given; [ ] = remark or other dose.

SMILES | GRK2 aptamer HTS | MEX-5 binding | VLA-4 inh | CIT2-GFP yeast | MCL1 BIM primary | AGP1 TOR yeast | BCLXL inh | Fam108B inh | GLD-1 RNA inh
Cc1nc(SC2CC(=O)N(c3cc(Cl)cc(Cl)c3)C2=O)nc2c1CCCC2 (centres undefined) | 1 | 0.2 | 12 | 92 | 7 | 97 | 2 | -4 | -7
CCOC(=O)c1ccc(Nc2sc(C(=O)c3cccc([N+](=O)[O-])c3)c(N)c2C#N)cc1 | 1 | 0.4 | 2 | 105 | 5 | 100 | 0 | 3 | -10
COc1ccc(CC(=O)Nc2nc(C)cs2)cc1OC | 2 | / | -13 | 104 | 0 | / | 2 | 6 | 2
CCCCNC(=O)N1CCN(C(=O)C2CCCO2)CC1 (centres undefined) | 1 | 2.0 | 30 | 95 | 5 | 94 | 4 | -2 | 0
CCOC(=O)c1c(NC(=O)Cn2nnc(-c3ccc(Cl)cc3)n2)sc(C)c1C | 0 | -1.5 | -11 | 103 | 3 | 98 | 4 | 2 | 5
CSCCC(NC(=O)c1ccco1)C(=O)O (centres undefined) | 0 | -2.2 | 0 | 103 | -1 | 99 | 8 | -1 | -5
CC(C)N(C(=O)COC(=O)CNC(=O)c1ccc(Br)cc1)c1ccccc1 | 2 | -0.8 | 1 | / | 8 | / | 3 | -2 | -7
Cn1c(C(=O)Nc2ccc3c(c2)OCCO3)cc2c(=O)n(C)c3ccccc3c21 | 2 | 0.6 | -18 | 100 | 0 | 105 | 0 | -1 | 2
COCCCn1c(C(=O)N2CCOCC2)cc2c(=O)n3cccc(C)c3nc21 | 3 | 2.5 | 1 | 101 | 1 | 96 | 5 | 0 | 3
CCCC(=O)Nc1nnc(S(=O)(=O)N2CCCCCC2)s1 | 0 | -0.3 | -4 | 98 | 5 | 102 | 2 | -3 | 3
COc1ccc(C2CC(=O)C(C=NCCCO)=C(O)C2)cc1 (centres undefined) | 0 | -27* | -26 | 100 | 80* | 99 | 64* | 3 | 22
CCS(=O)(=O)NCc1ccc2c(c1)cc(C)n2C | 0 | 1.8 | -14 | 114 | 4 | 104 | 7 | 3 | 9
CC(=O)Cn1cnc2c(sc3nc(C)cc(C)c32)c1=O | 2 | -0.6 | -6 | 94 | 2 | 96 | 5 | -2 | 3
O=C(C#Cc1ccccc1)Nc1ccccc1F | 2 | 0.0 | 17 | 103 | 5 | 91 | 4 | 0 | -1
Cc1nc(SCc2nc3ccccc3[nH]2)c2oc3cc([N+](=O)[O-])ccc3c2n1 | 3 | / | 9 | 98 | / | 111 | / | / | 8
O=C(COc1ccccc1)Nc1cccc(-c2nc3cc4ccccc4cc3[nH]2)c1 | 0 | -3.1 | 9 | ? | 8 | 28[may fluoresce violet] | -1 | -28 | 5
COCCCN1C(=O)N(c2ccc(F)cc2)C(=O)C1CC(=O)Nc1ccccc1 (centres undefined) | 3 | -1.1 | -4 | 102 | -7 | 102 | 0 | 1 | 4
COc1ccc(-c2csc(NC(=O)C3CCCCN3S(=O)(=O)c3ccccc3)n2)cc1 (centres undefined) | 2 | -1.0 | 11 | 93 | 4 | / | 2 | -10 | 3
C=CCN(c1ccccc1OC)S(=O)(=O)c1cccc(C(=O)Nc2nnc(C3CC3)s2)c1 | 1 | / | 5 | 93 | 4 | 95 | 6 | / | 1
CCN(CC)c1ccc(-c2nc3cnccc3n2C)cc1 | 6 | -3.4 | 19 | 95 | 0 | 104 | 0 | 9 | 4
O=C(c1ccc(=O)oc1)N1CCN(c2ccc(F)cc2)CC1 | 3 | -0.8 | -1 | 97 | 6 | 101 | 3 | 3 | -4
O=C(COC(=O)Cc1ccccc1F)Nc1ccc(F)cc1F | 1 | 2.4 | 7 | 98 | -3 | 99 | 2 | -5 | 6
Cc1ccc(NC(=O)CSc2nc3ccccc3c3nc(CCn4cncc4C)nn23)c(C)c1 | 15 | -1.5 | -6 | 105 | 2 | 103 | 1 | -2 | -2
COCCn1c(=O)[nH]c2cc(C(=O)NCCN3CCN(c4ccccc4)CC3)ccc2c1=O | 0 | 1.5 | 0 | 104 | 7 | 110 | 1 | 7 | 3
CCOc1ccc(CNC(=O)C2CCN(C(=O)N3CC(C)Oc4ccccc43)CC2)cc1 (centres undefined) | 0 | 0.2 | 2 | 110 | 5 | 104 | 29 | -2 | 11
CC(C)NC(=O)c1cc(-c2ccco2)nn1-c1ccc(Cl)cc1 | 3 | 0.2 | -3 | / | 18 | 100 | 6 | -3 | 0
Cc1ccc(S(=O)(=O)N(C)CC(=O)N2CCN(C(=O)c3ccco3)CC2)cc1 | 32 | 0.0 | -7 | 107 | 0 | 99 | 1 | 0 | 12
CCOC(=O)Cn1nc(C)cc1NC(=O)c1cccnc1 | 0 | -2.7 | 12 | 99 | 1 | 102 | 7 | -5 | 6
COC(=O)c1c([N+](=O)[O-])c(OC)c(OC)c(OC)c1[N+](=O)[O-] | 6 | -0.5 | -6 | 88 | 1 | 91 | 3 | -6 | 3
CC(=O)Nc1ccc(SCC(=O)Nc2cc(C)on2)cc1 | 0 | 0.7 | -3 | 109 | 0 | 111 | -1 | 3 | 4
CCOc1ccc(Nc2nc(Cc3nnc(SCC(=O)NC4CCCCC4)n3C)cs2)cc1 | 0 | 1.5 | 5 | 88 | 9 | 100 | 4 | -2 | 3
Cc1ccc(OCC(=O)N(c2ccccn2)C2CCCCC2)c(C)c1 | 0 | 1.7 | -3 | 105 | 0 | 106 | 2 | 6 | 4
CN(C)C1=NCCN1CCCCc1ccccc1 | 3 | / | -17 | 98 | 0 | 95 | 5 | 0 | 12
O=C1CN(S(=O)(=O)c2cccc(Cl)c2Cl)c2ccccc2N1 | 0 | 0.0 | -57 | 104 | -5 | 103 | 0 | -1 | -9
CNc1nc2[nH]c(=O)c3c(c2s1)OC(N)=C(C#N)C3c1ccccc1 (centres undefined) | 2 | 2.6 | -2 | 99 | 5 | 97 | 17 | 0 | 3
Cn1cnnc1-c1cccc(NC(=O)c2cc(F)c(F)cc2Cl)c1 | 0 | -1.3 | 10 | 104 | 9 | 96 | 9 | -3 | 1
CCCN(C(=O)COC(=O)c1nc2nc(C)cc(C)n2n1)C1CCS(=O)(=O)C1 (centres undefined) | 0 | / | 39 | 98 | 2 | 94 | -2 | / | 1
COc1ccc(CNC(=S)Nc2ccccc2)cc1 | 3 | -1.2 | 0 | 98 | 15 | 95 | 4 | -3 | 10
COc1ccc(Cl)cc1C(=O)NCCCn1ccnc1 | 0 | 2.3 | -3 | 104 | 1 | 93 | 4 | -5 | -7
O=C(c1cnn2c(C(F)(F)F)cc(-c3cccs3)nc12)N1CCCC1 | 0 | 4.1 | -8 | 108 | 3 | 99 | 3 | 11 | -4
CCOC(=O)[C@H]1[C@H]2COc3cc(OC)ccc3[C@@H]2N2C(=O)c3cc(F)c(F)cc3NC(=O)[C@@]12C | / | / | / | / | -1 | / | 2 | -1 | 5
CCOC(=O)N1CCN(C(=S)NC(=O)c2c(-c3c(Cl)cccc3Cl)noc2C)CC1 | 2 | 3.6 | 9 | 96 | 14 | 98 | 10 | -3 | 3
Cc1onc(-c2ccccc2)c1C(=O)Nc1nnc(CC(C)(C)C)s1 | 10 | 4.0 | 2 | 89 | 4 | 98 | 3 | -3 | -4
Cc1ccc(Cl)cc1N1CCN(Cc2nnnn2Cc2ccco2)CC1 | 0 | -0.7 | -3 | 107 | -2 | 100 | 4 | 4 | 8
CCOc1ccc2nc(NC(=O)C(NS(=O)(=O)c3cccc4nsnc34)C(C)C)sc2c1 (centres undefined) | 0 | -3.8 | -3 | 96 | 0 | 99 | -1 | -1 | -3
c1ccc(-c2csc3nnc(SCc4ccc5c(c4)OCO5)n23)cc1 | 2 | 1.5 | 4 | 100 | -4 | 99 | 0 | 0 | 6
Cc1cccc(Oc2ccc(S(=O)(=O)N3CCCCC3)cc2N)c1 | 3 | 1.7 | 4 | 105 | 7 | 106 | 3 | 3 | 5
Cc1ccccc1NC(=O)Cn1c(=O)oc2ccccc21 | 2 | 1.3 | 16 | 94 | 1 | 85 | 1 | 1 | 4
CC1CCc2nn(CC(=O)N3CCCCCC3)cc2C1 (centres undefined) | 1 | 2.5 | -4 | 102 | 6 | 105 | 4 | 1 | 2
COc1ccc(C(=O)OCn2nnc3ccccc3c2=O)cc1 | 7 | 0.8 | 22 | 96 | 3 | 101 | 1 | 1 | 8

Next part:
SMILES | GRK2 aptamer HTS | MEX-5 binding | VLA-4 inh | CIT2-GFP yeast | MCL1 BIM primary | AGP1 TOR yeast | BCLXL inh | Fam108B inh | GLD-1 RNA inh
COc1ccccc1OCC(=O)Nc1ccccc1C(=O)NCc1cccnc1 | 0 | 0.4 | 0 | 97 | 6 | 96 | -1 | -3 | -5
O=C(O)c1ccccc1SCCS(=O)(=O)c1ccc(Cl)cc1Cl | 0 | -2.1 | 15 | 87 | -3 | 95 | 0 | -5 | 5
Cc1nnc(NC(=O)CN2CCN(Cc3ccccc3Cl)CC2)s1 | 0 | 1.5 | 4 | 107 | 11 | 98 | 5 | 3 | 5
Cc1cccc(C(=O)NNC(=O)CSc2nnc(C(C)C)n2C)c1 | 0 | -2.2 | -3 | 100 | -1 | 100 | -3 | -2 | -17
COc1cc(NC(=O)Cn2cnc3ccccc3c2=O)c(OC)cc1Cl | 0 | 0.1 | -2 | 106 | -15 | 99 | -7 | 1 | 0
CS(=O)(=O)c1nc(S(=O)(=O)c2ccc(Cl)cc2)c(NCc2ccccn2)s1 | 5 | -1.3 | -6 | 99 | -1 | 104 | -5 | -5 | -3
O=C(O)/C=C\C(=O)Nc1ccc(N2CCN(c3cccc(Cl)c3)CC2)cc1 | 0 | -3.3 | 16 | 102 | 21 | 103 | 24 | 0 | 3
COC(=O)c1ccc(S(=O)(=O)N2CCC(C(N)=O)CC2)n1C | 2 | -0.1 | -2 | 94 | -4 | 99 | -1 | -2 | 6
Cc1c(C(=O)N2CCN(C(=O)c3ccco3)CC2)oc2c(Cl)cccc12 | 1 | -0.8 | 2 | 93 | 3 | 106 | 2 | 3 | 2
Cc1ccc(Cn2c(=O)sc3ccccc3c2=O)cc1 | 2 | -1.6 | 15 | 95 | 3 | 100 | 6 | -2 | 11
O=C(COC(=O)c1ccc2c(c1)OCCO2)NCCc1ccc(F)cc1 | 3 | / | 19 | 100 | / | 99 | / | / | 4
COc1ccc(-c2cc(C3CC3)nc3sc(C#N)c(N)c23)cc1 | 0 | 1.1 | 12 | 90 | -7 | 84 | -2 | 0 | 6
Cc1nn(C)c(C)c1NC(=O)C12CC3CC(CC(C3)C1)C2 | 1 | -1.7 | 2 | 103 | -2 | 112 | 0 | -1 | 4
COc1ccc(OC)c(/C=N/n2c(C)nc3ccccc3c2=O)c1 | 0 | 1.8 | 3 | 104 | -2 | 101 | -1 | 0 | 4
O=C(c1ccc(Cl)c([N+](=O)[O-])c1)N(c1ccccn1)c1ccccn1 | 3 | 2.1 | -7 | 106 | 5 | 106 | 1 | 5 | -3
Cc1cnc(NC(=O)CSc2nnc3ncccn23)s1 | 20 | 0.7 | 4 | 100 | 8 | 103 | 1 | 4 | -9
